CHT inh = inhibits the human high affinity choline transporter; Q9GZV3; CHT-expressing cells, membrane potential dye, choline response; hits give low values; B-score at 10 µM; 310,000 tested, 0.86% active;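 active means B-score over 3 SD under the library average, and starting fluorescence ratio not unusually high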;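 further: choline stimulus applied at its EC90 after an EC20 pre-addition; B-score computed on integrated fluorescence ratio after choline addition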
Target sequence (Q9GZV3 whole entry, looked up): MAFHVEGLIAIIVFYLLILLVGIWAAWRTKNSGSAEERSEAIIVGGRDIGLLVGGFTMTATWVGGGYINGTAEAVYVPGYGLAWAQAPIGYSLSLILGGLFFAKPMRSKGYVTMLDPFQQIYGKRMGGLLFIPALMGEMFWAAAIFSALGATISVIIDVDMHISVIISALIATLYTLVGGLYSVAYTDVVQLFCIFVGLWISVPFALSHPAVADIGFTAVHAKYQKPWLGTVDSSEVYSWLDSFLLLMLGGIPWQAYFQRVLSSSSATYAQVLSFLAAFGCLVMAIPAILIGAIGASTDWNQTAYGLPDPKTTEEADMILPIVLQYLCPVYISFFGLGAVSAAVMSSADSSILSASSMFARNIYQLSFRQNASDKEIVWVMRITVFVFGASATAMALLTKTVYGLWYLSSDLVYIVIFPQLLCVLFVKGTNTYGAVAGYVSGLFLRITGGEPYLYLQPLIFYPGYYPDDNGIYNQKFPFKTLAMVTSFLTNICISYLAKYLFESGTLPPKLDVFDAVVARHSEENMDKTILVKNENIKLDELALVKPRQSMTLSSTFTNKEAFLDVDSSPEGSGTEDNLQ
STK33 inh = blocks human STK33 kinase activity | Q9BYT3 | purified STK33, MBP phosphorylation, ADP-Glo luminescence | inhibition, % at 10 µM | 320,000 tested, 0.073% active | AID 2661;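 active means inhibition at or above 25%, using the most active replicate where run in duplicate; inactive means inhibition below 25%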
Target sequence (Q9BYT3 whole entry, looked up): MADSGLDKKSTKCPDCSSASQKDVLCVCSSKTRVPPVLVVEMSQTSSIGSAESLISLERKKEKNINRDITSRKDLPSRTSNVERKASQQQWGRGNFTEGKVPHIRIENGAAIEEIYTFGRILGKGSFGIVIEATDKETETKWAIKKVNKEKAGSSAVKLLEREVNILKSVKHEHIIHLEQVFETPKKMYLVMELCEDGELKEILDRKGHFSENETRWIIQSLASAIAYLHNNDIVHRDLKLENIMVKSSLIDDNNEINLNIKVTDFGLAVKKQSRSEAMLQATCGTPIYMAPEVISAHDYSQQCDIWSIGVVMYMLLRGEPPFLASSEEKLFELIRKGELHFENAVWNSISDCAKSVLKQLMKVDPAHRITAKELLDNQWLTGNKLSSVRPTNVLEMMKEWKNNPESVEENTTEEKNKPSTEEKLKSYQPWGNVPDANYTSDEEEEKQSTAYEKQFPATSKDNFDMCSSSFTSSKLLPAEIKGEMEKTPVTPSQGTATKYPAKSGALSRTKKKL
CHT allo act = allosteric activators of human choline transporter CHT. Q9GZV3. CHT-expressing cells, membrane potential dye, choline EC20; hits give high values; LV-AA mutant CHT in HEK293 cells. B-score at 10 µM. 310,000 tested, 0.49% active. AID 488977;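 active means initial fluorescence not abnormally high and integrated response B-score, plate-corrected, over 3 SD above library mean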
Starred values were filed as active, the others as inactive; i = inactive; . = no result given.

Below each SMILES – CHT inh | STK33 inh | CHT allo act
- Cc1ccc(N2CC(C(=O)N3CCC4(CC3)CC(=O)c3ccccc3O4)CC2=O)cc1C (stereo not given)
 : i | -0.5 | i
- CC(C)OC(=O)c1c(N)n(CCCN2CCOCC2)c2nc3ccccc3nc12
 : i | -2.2 | i
- Cc1ccc(NC(=O)CN(C)S(=O)(=O)c2cccc3cccnc23)cc1
 : i | -1.0 | i
- Cc1ccccc1CN1CCN(CCCc2ccccc2)C(CCO)C1 (stereo not given)
 : i | 0.6 | i
- C[C@]12C(=O)N(c3cccc(F)c3)C(=O)N1[C@@H]1c3ccccc3OC[C@@H]1[C@H]2c1ccccc1
 : i | -0.1 | i
- O=C(CCN1CCN(CCO)CC1)Nc1cccc(Br)c1
 : i | -1.7 | i
- CCOC(=O)[C@H]1[C@H]2COc3ccc(C)cc3[C@@H]2N2C(=O)c3cc(F)c(F)cc3NC(=O)[C@@]12C
 : i | 0.6 | i
- Cc1cc2c(sc3c(C)ccc(C)c32)c(C)n1
 : i | -0.5 | i
- COc1ccc(NC(=O)c2ccc(-c3ccccc3Cl)o2)cc1
 : i | -0.2 | i
- CSC1=N/C(=C\c2ccccc2Cl)C(=O)N1N(C)C
 : i | -0.1 | i
- O=C(CSc1ccc(F)cc1)NCC1(N2CCOCC2)CCCCC1
 : i | -1.1 | i
- COc1ccc(-c2noc(CN(C)Cc3ccccc3)n2)c(OC)c1OC
 : i | -6.5 | i
- COc1ccc(OC)c(C(C)NC(=S)NC2CCCCC2)c1 (stereo not given)
 : i | 3.1 | i
- Cc1ccc(C2CC(C(F)(F)F)n3nc(C(=O)NCc4c(C)nn(C)c4C)c(Cl)c3N2)cc1 (stereo not given)
 : i | -0.3 | i
- COC(=O)CSc1nnc(CNC(=O)c2cc(OC)cc(OC)c2)n1-c1ccc(F)cc1
 : i | 0.5 | i
- Cc1cc2nc(-c3ccc(SCC(=O)N4CCOCC4)nc3)[nH]c2cc1C
 : i | -2.1 | i
- COC(=O)CCCCCN1C(=O)NC(C2CC2)C(C(=O)OCc2ccccc2)=C1C (stereo not given)
 : -5.37* | -1.8 | i
- Cc1nc(-c2ccc(F)cc2)c(CC(=O)N(C)CC(=O)Nc2ccc(F)cc2)s1
 : i | -0.3 | i
- O=C(O)CC(CC(=O)Nc1ccc(-n2ccc(C(F)(F)F)n2)cc1)c1ccccc1 (stereo not given)
 : i | -0.9 | i
- Cc1cc(/C=C2\SC(=Nc3ccccc3)NC2=O)c(C)n1-c1ccc(S(N)(=O)=O)cc1
 : i | -1.4 | i
- CC(=O)CSc1nc2c(c(=O)[nH]c(=O)n2C)n1CCCc1ccccc1
 : i | 0.1 | i
- Cc1ccc(NS(=O)(=O)c2ccc(N/N=C/c3ccncc3)c([N+](=O)[O-])c2)c(C)c1
 : i | -0.1 | i
- Oc1c(CN2CCOCC2)cc(-c2ccccc2)cc1CN1CCOCC1
 : i | -1.4 | i
- N#CNC(=Nc1ccccc1)SCc1ccc(C(=O)O)cc1
 : i | -0.7 | i
- O=C(Nc1ccc(C(=O)O)cc1)Nc1ccc(F)cc1F
 : i | 0.8 | i
- CSCCC(NS(=O)(=O)c1ccc(F)cc1)C(=O)NCc1ccc(S(N)(=O)=O)cc1 (stereo not given)
 : i | -0.2 | i
- CC(C)(C)n1ncc2c(=O)n(CC(=O)N3CCCCCC3)cnc21
 : i | -0.9 | i
- Cc1ccccc1-n1c(=O)n(Cc2ccc(C(=O)O)cc2)c(=O)c2[nH]cnc21
 : i | -0.1 | i
- Cc1ccc(C)c(N2CCN(C(=O)CCCn3ncn4c(cc5occc54)c3=O)CC2)c1
 : i | -1.6 | i
- N#C/C=C1/NC(=O)c2ccccc2S1
 : i | 0.9 | i
- Clc1ccc(OCCSc2ncccn2)c(Br)c1
 : i | 1.3 | i
- COCCNC(=O)c1cc(-c2ccc(OC)c(OC)c2)on1
 : i | . | i
- CCN1CCN(C(=O)CSc2cc(=O)n(C)c3ccccc23)CC1
 : i | -0.4 | i
- CCCCOc1ccc(NC(=O)CN2CCN(CC)CC2)cc1
 : i | -2.6 | i
- CCOC(=O)C1=C(CC)Nc2ccccc2N=C1NC(=O)Nc1ccc(Cl)c(Cl)c1
 : i | -1.4 | i
- CCCc1cc(=O)oc2c(CN3CCCC3)c(O)ccc12
 : i | -0.9 | i
- CC(=O)c1cccc(NC(=S)NC2CCCCC2)c1
 : i | -0.8 | i
- O=c1oc2ccccc2c(NC2CCCCC2)c1NS(=O)(=O)c1ccc(Br)cc1
 : i | . | i
- S=C(NCc1cccs1)Nc1ccccc1
 : i | -0.2 | i
- COc1ccc(CN(C)S(=O)(=O)c2ccc3c(c2)OCCO3)cc1
 : i | -0.2 | i
- CCOC(=O)C1CCCN(c2oc(-c3ccc(OC)cc3)nc2C#N)C1 (stereo not given)
 : i | -2.0 | i
- CCOc1ccc(S(=O)(=O)NN)cc1
 : i | 1.8 | i
- Cc1cc(Cl)ccc1OCC(=O)Nc1ccccc1CO
 : i | -1.2 | i
- CC(C)c1nnc(NC(=O)CC(C)c2ccccc2)s1 (stereo not given)
 : i | -0.4 | i
- CCN(CC(=O)Nc1ccccc1SC)Cc1nc2ccccc2c(=O)[nH]1
 : i | 0.5 | i
- Cc1ccc(-c2nc(-c3ccccc3)no2)cc1
 : i | 0.8 | i
- CCOC(=O)c1cn2nc(SCc3ccccc3)nc2nc1C
 : i | -0.3 | i
- c1ccc(-c2nnc(OCC3CCCO3)c3ccccc23)cc1 (stereo not given)
 : i | 3.8 | i
- Cc1c(Cl)cccc1NC(=O)Cn1cc(C(F)(F)F)cc(Cl)c1=O
 : i | -0.5 | i
- O=C(CSc1nnc(NC(=O)c2ccco2)s1)Nc1cccc(F)c1
 : i | -2.5 | i
- CCOC(=O)CNC(=O)CSc1ncnc2c1cnn2-c1ccc(C)cc1
 : i | -0.4 | i
- CCOC(=O)c1nnc(-c2cccs2)nc1NC(C)C
 : i | -0.7 | i
- O=C1c2ccccc2C(=O)c2c(NCc3cccnc3)cccc21
 : i | 1.0 | i
- O=C(COc1ccc(Br)cc1)Nc1nc(-c2cccnc2)cs1
 : i | -0.4 | i
- COc1cc(C2NC(=O)NC(C)=C2C(=O)OC2CCCCC2)cc(Br)c1O (stereo not given)
 : i | 1.2 | i
- CCOC(=O)N1CCN(C(=O)CSc2nc3ccccc3c(=O)n2-c2ccccc2)CC1
 : i | -0.8 | i
- O=C(NCCc1ccc2c(c1)OCCO2)c1ccc(F)cc1
 : i | 0.5 | i
- CCS(=O)(=O)Nc1cccc(C2=NN(S(=O)(=O)c3ccccc3)C(c3ccco3)C2)c1 (stereo not given)
 : i | 1.0 | i
- C[C@@H]1CCC(=O)N(CC[C@H](N=[N+]=[N-])c2ccccc2)CC1
 : i | -1.0 | i
- Fc1ccccc1CSCc1nc2ccccc2[nH]1
 : i | 0.4 | i

Continued; it opens with the 7 that closed the last part.
Below each SMILES – CHT inh | STK33 inh | CHT allo act
- O=C(COc1ccc(Br)cc1)Nc1nc(-c2cccnc2)cs1
 : i | -0.4 | i
- COc1cc(C2NC(=O)NC(C)=C2C(=O)OC2CCCCC2)cc(Br)c1O (stereo not given)
 : i | 1.2 | i
- CCOC(=O)N1CCN(C(=O)CSc2nc3ccccc3c(=O)n2-c2ccccc2)CC1
 : i | -0.8 | i
- O=C(NCCc1ccc2c(c1)OCCO2)c1ccc(F)cc1
 : i | 0.5 | i
- CCS(=O)(=O)Nc1cccc(C2=NN(S(=O)(=O)c3ccccc3)C(c3ccco3)C2)c1 (stereo not given)
 : i | 1.0 | i
- C[C@@H]1CCC(=O)N(CC[C@H](N=[N+]=[N-])c2ccccc2)CC1
 : i | -1.0 | i
- Fc1ccccc1CSCc1nc2ccccc2[nH]1
 : i | 0.4 | i
- CC(C)c1ccc(C(=O)CSc2n[nH]c(-c3ccncc3)n2)cc1
 : i | 0.1 | i
- COCCN1Cc2cccc(C(=O)Nc3ccc(S(=O)(=O)N4CCOCC4)cc3)c2C1=O
 : i | -0.1 | i
- CSc1nc(-c2ccccc2)nc(C(Cl)Cl)n1
 : i | -1.4 | i
- Cc1ccc(SCc2c(C(=O)N/N=C/c3ccncc3)nnn2-c2nonc2N)cc1
 : i | -0.3 | i
- Cn1ccnc1SCC(=O)c1ccc(C#N)cc1
 : i | -0.6 | i
- CCn1nc(CC(=O)O)c2ccccc2c1=O
 : i | -0.3 | i
- CSc1sc2ccccc2[n+]1CCCS(=O)(=O)[O-]
 : i | 0.2 | i
- CC(C)(C)n1nc2c(c1NC(=O)COc1ccc(Cl)cc1)CSC2
 : i | 0.4 | i
- CC12CC3CC(C)(C1)CC(C(=O)N1CCCC1)(C3)C2
 : i | -3.3 | i
- CN(C)C(CNc1ncccn1)c1ccccc1 (stereo not given)
 : i | -2.0 | i
- COc1cc(C(=O)N2CCN(c3ccc([N+](=O)[O-])cc3)CC2)ccc1OCc1c(C)noc1C
 : i | -1.6 | i
- COc1ccc(Cl)cc1C(=O)NNC(=O)c1cccnc1
 : i | -0.8 | i
- Cc1ccc(C(=O)N2CCN(C)CC2)cc1S(=O)(=O)N1CCCCCC1
 : i | -0.6 | i
- Cc1cc(C(=O)N/N=C/c2ccccc2Br)no1
 : i | -2.0 | i
- CN(CC(=O)Nc1c(Cl)cccc1Cl)C(=O)CCC1CCCC1
 : i | -3.6 | i
- COc1cc(Nc2ccccc2Cl)c([N+](=O)[O-])nc1[N+](=O)[O-]
 : i | -1.8 | i
- CN1CCN(S(=O)(=O)c2ccc3[nH]c(=O)oc3c2)CC1
 : i | 0.5 | i
- Cc1nc2c(sc(=S)n2Cc2ccco2)c(=O)n1CC(=O)Nc1ccccc1F
 : i | -1.7 | i
- CC(=O)c1cccc(CN2CCC(n3nccc3NC(=O)c3ccc4c(c3)OCO4)CC2)c1
 : i | 0.8 | i
- Cn1c(CCCCCN)nc2ccccc21
 : i | 0.9 | i
- CCOC(=O)c1cc(NC(=O)Nc2ccc(OC)c(OC)c2)c(C)nc1C
 : i | 0.6 | i
- COC(=O)c1ccccc1NC(=O)CCC(=O)N1CCSc2ccccc21
 : i | -1.9 | i
- O=C(CSc1ncc(-c2ccccc2)[nH]1)Nc1cccc(O)c1
 : i | 1.7 | i
- CCOC(=O)c1ccc(S(=O)(=O)N2CCN(CC3CC=CCC3)CC2)cc1 (stereo not given)
 : i | -0.4 | i
- CC(C)(C)n1ncc2c(=O)n(CC(=O)c3ccc(Cl)cc3)cnc21
 : i | 0.4 | i
- O=C(N/C(=C\c1cccs1)C(=O)N1CCOCC1)c1ccco1
 : i | -1.4 | i
- C/C=C\C(=O)Nc1cccc(C2=NOC3(C2)C[C@@H](C(N)=O)N(C(=O)CC(c2ccccc2)c2ccccc2)C3)c1 (stereo not given in full)
 : i | -0.8 | i
- O=C(COc1ccc(Cl)cc1)Nc1nnc(S(=O)(=O)N2CCCCCC2)s1
 : i | 1.3 | i
- COC(=O)c1ccccc1C(=O)N1CC(O)CO1 (stereo not given)
 : i | 0.1 | i
- CC1CC(C)CN(C(=O)C(C)N(C)CC(=O)Nc2ccccc2Cl)C1 (stereo not given)
 : i | -1.2 | i
- O=C(CCn1nc(-c2ccc(Cl)cc2)ccc1=O)N1CCOCC1
 : i | 0.5 | i
- COc1ccc(N(C(C)=O)S(=O)(=O)c2cccc3cccnc23)cc1
 : i | -0.3 | i
- CCOC(=O)C1CCN(C(=O)CCC2CCCC2)CC1
 : i | -0.5 | i
- Cc1ccc2[nH]cc(C(=O)CN3CCN(C)CC3)c2c1
 : i | -2.4 | i
- COc1ccc(Nc2nc(N)nc(CSc3nncn3C)n2)cc1
 : i | -1.4 | i
- Cc1ccc(C(=O)CSc2nc(C)cc(C)c2C(N)=O)cc1
 : i | -1.7 | i
- COc1cc(CNCCSc2nnnn2C)cc(Br)c1OCc1ccccc1F
 : i | -0.6 | i
- Cc1c(C(=O)N2CCN(c3ccccc3)CC2)oc2c(F)cccc12
 : i | 0.6 | i
- Cc1cnc(C)c(N2CCN(Cc3nc(-c4ccccc4)no3)CC2)n1
 : i | -4.1 | i
- CCOc1ccc(C2NCCc3cc(OC)c(OC)cc32)cc1OC (stereo not given)
 : i | 1.2 | i
- O=C(NCCCc1ccccc1)N1CCOCC1
 : i | -1.4 | i
- COc1ccccc1OCC(=O)Nc1ccccc1C(=O)NC1CC1
 : i | -1.2 | i
- O=C(NCCc1ccccn1)C(F)(F)C(F)(F)C(F)(F)C(F)(F)C(F)(F)C(F)(F)C(F)(F)C(F)F
 : i | -0.6 | i
- Cc1cc(NS(=O)(=O)c2ccc(Br)s2)no1
 : i | 0.0 | i
- Cn1c(=O)c2c(nc(CN3CCN(c4ccccc4)CC3)n2Cc2c(F)cccc2Cl)n(C)c1=O
 : i | -0.7 | i
- CS(=O)(=O)N1Cc2ccccc2CC1C(=O)O (stereo not given)
 : i | 0.0 | i
- CC(=O)Nc1cccc(/C(C)=N/NC(=O)c2ccccc2Cl)c1
 : i | 0.7 | i
- O=C(NNC(=O)c1ccccc1F)c1ccco1
 : i | -1.0 | i
- O=C(CN1N=C(c2ccc(Cl)cc2)CCC1=O)NCCN1CCc2ccccc2C1
 : i | -2.0 | i
- Cc1cccc(NC(=S)NC2CC3CCCC(C2)N3Cc2ccccc2)c1C (stereo not given)
 : i | -1.2 | i
- CCn1c(O)c(N=NC2=NC(=O)CS2)c2cc(C)ccc21
 : i | -2.3 | i
- Cc1ccc2c(c1)c1c3n2CCNC3CCC1 (stereo not given)
 : i | 4.8 | i
- CCn1c2ccccc2c2n[nH]c(=S)nc21
 : i | 0.4 | i
- O=C(c1ccccc1Cl)N1CCN(Cc2ccc3c(c2)OCO3)CC1
 : i | -0.8 | i
- Cc1cccc(-n2ccnc2CN2CCC(CO)(Cc3ccccc3)CC2)c1
 : i | -0.6 | i
- Cc1noc(C)c1C(=O)NCc1ccccc1
 : i | 4.0 | i
- Cn1c(SCC(=O)N/N=C/c2ccc([N+](=O)[O-])s2)nnc1-c1ccccc1
 : i | 1.0 | i
- CCn1c(O)c(/C=C2\C=NN=C2c2ccccc2)sc1=S
 : i | -0.2 | i
